# Anthrax LF inh2: Bacillus anthracis LF protease inhibitors, primary screen, biochemical, multiplex microsphere, MLPCN library | Lethal factor (Bacillus anthracis), P15917 | multiplex microsphere protease cleavage assay | inhibition, % at 10 µM | 0.12% of 360,000 active | AID 588501, 2011; note: plate controls were buffer without enzyme for full effect and enzyme alone for no effect
# Target sequence (P15917 whole entry, looked up): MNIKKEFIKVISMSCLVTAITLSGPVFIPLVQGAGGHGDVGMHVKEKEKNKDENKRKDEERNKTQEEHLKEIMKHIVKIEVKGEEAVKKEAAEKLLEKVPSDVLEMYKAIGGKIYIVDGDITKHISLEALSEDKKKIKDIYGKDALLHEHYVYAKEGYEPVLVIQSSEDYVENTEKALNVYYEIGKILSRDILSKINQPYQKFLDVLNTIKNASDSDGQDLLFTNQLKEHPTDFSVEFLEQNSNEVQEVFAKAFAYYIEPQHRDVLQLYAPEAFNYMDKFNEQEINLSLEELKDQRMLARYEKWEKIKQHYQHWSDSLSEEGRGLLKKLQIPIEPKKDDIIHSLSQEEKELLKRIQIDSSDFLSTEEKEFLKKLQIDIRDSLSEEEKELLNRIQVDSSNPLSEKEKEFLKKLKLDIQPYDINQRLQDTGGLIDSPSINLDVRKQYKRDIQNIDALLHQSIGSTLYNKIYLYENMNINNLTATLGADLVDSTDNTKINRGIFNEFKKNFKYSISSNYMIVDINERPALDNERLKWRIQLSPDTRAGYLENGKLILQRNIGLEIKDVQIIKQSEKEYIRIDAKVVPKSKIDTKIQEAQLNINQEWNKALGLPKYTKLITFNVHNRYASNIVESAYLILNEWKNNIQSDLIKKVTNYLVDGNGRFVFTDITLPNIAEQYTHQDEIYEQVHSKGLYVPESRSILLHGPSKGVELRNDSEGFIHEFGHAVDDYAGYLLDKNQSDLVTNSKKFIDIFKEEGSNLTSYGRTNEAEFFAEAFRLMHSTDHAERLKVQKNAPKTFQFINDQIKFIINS
# BoNT F protease: BoNT/F light chain protease inhibitors, primary screen, biochemical, flow cytometry, MLPCN library; Botulinum neurotoxin type F light chain protease (Clostridium botulinum); Multiplex microsphere protease cleavage assay; inhibition, % at 10 µM; 0.22% of 360,000 active; in the data active = inhibition above about 35%, passing the limit was not always enough; inconclusive = no clear call, values can overlap the other calls; note: plate controls were buffer without enzyme for full effect and enzyme alone for no effect
# Mtb FBA inh: Mtb FBA enzyme inhibitors, primary screen, biochemical, fluorescence, strain H37Rv; Fructose-bisphosphate aldolase (Mycobacterium tuberculosis (strain ATCC 25618 / H37Rv)), …; purified M. tuberculosis FBA, fluorescence read-out; inhibition, % at 1 µM; 2.3% of 360,000 active; AID 588726, 2011; in the data active = inhibition above about 27%;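 note: 0% = vehicle and 100% = reference inhibitor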
# GDH-TPI inh: GDH-TPI coupling enzyme inhibitors, primary screen, artefact control for M. tuberculosis FBA inhibitor project, biochemical, absorbance, full deck; inhibition, % at 4.8 µM; GDH-TPI coupled enzyme counterscreen, NADH absorbance; AID 588335, 2011; 1.2% of 360,000 active; in the data active = inhibition above about 30%;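 note: 0% = DMSO wells and 100% = wells lacking the enzyme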
# BoNT A protease: BoNT/A light chain protease inhibitors, primary screen, biochemical, flow cytometry, MLPCN library | 0.17% of 360,000 active | Botulinum neurotoxin type A light chain protease (Clostridium botulinum A str. ATCC 3502) | multiplex microsphere protease substrate cleavage | inhibition, % at 10 µM | AID 588499, 2011; note: plate controls were buffer without enzyme for full effect and enzyme alone for no effect
# UGM FP inh: M. tuberculosis UGM enzyme inhibitors, primary screen, biochemical, fluorescence polarization, single point. UDP-galactopyranose mutase (Mycobacterium tuberculosis (strain ATCC 25618 / H37Rv)), …. purified UGM, fluorescence polarization probe displacement. inhibition, % at 10 µM. 0.06% of 320,000 active. AID 504406, 2011; in the data active = inhibition above about 10%, passing the limit was not always enough; inconclusive = no clear call, values can overlap the other calls
# Mtb BioA inh: M. tuberculosis BioA enzyme inhibitors, primary screen, biochemical, plate reader, single point, HTS; 7,8-diaminopelargonic acid synthase BioA (Mycobacterium tuberculosis); purified M. tuberculosis BioA enzyme; inhibition, % at 9.99 µM; 0.096% of 360,000 active; in the data active = inhibition above about 40%; inconclusive = no clear call, values can overlap the other calls
# PfHsp40 yeast: rescue of yeast from PfHsp40 toxicity, primary screen, S. cerevisiae, ATP luminescence. S. cerevisiae expressing PfHsp40, growth rescue. growth rescue, % at 12.5 µM. 0.68% of 340,000 active. AID 504582, 2011; in the data active = growth rescue above about 28%, passing the limit was not always enough; inconclusive = no clear call, values can overlap the other calls;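 note: yeast W303a lacking pdr1 and pdr3 grown in galactose medium; growth measured after three days at 30 °C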
# FadD28 binding: inhibitors of FadD28 bisubstrate probe binding, primary screen, biochemical, fluorescence polarization, single point | inhibition, % at 12.5 µM | 0.22% of 360,000 active | Mycobacterium tuberculosis FadD28 fatty-acid-AMP ligase; in the data active = inhibition above about 8.5%, passing the limit was not always enough; inconclusive = no clear call, values can overlap the other calls
# An asterisk follows results filed as active; ? = inconclusive; . = not tested or not shown; + = active, no number; & = joins results of further samples. Cut-off read from the data, not from the text of the source, unless noted: active = inhibition above about 30%; inconclusive = no clear call, values can overlap the other calls; inactive = below that.
SMILES,Anthrax LF inh2,BoNT F protease,Mtb FBA inh,GDH-TPI inh,BoNT A protease,UGM FP inh,Mtb BioA inh,PfHsp40 yeast,FadD28 binding
Cc1c(C(=O)NCc2ccco2)sc(=O)n1Cc1ccc(S(C)(=O)=O)cc1,0,-1,1,1,0.2,.,2.9,.,-2.0
O=C(NCC1CCCO1)c1ccc(Br)o1 (stereo unspecified),-2,0,3,2,-0.4,0.2,-1.4,-1.4,0.6
O=C(CC(Cc1ccccc1)C(=O)O)Nc1ccccc1 (stereo unspecified),4,9,2,-5,-0.7,0.8,-1.7,-1.5,-3.7
CC1CCN(C(=O)CN(Cc2ccc(Cl)cc2)S(C)(=O)=O)CC1,-11,-12,1,12,-6.7,-3.4,-2.2,22,-2.0
COc1cc(/C=C2/C(=O)NN(c3ccc(Cl)cc3)C2=O)ccc1OC(=O)c1ccco1,2,1,6,10,0.3,1.9,.,12,9.3*
O=C(Nc1ccccn1)c1ccc(S(=O)(=O)N2CCCCC2)cc1,-3,-2,4,5,-1.5,-0.9,-0.2,-1.2,-0.1
CCCS(=O)(=O)N1CCC(C(=O)NCCc2ccccc2)CC1,-8,-1,4,1,-0.1,0.3,-1.6,-0.2,-0.2
CC[n+]1ccc(/C=C/c2c[nH]c3ccccc23)cc1,-18,-15,-15,15,-6.3,5.8,-57,0.4,-1.2
c1cncc(CNCCc2ccc3c(c2)OCO3)c1,16,8,-1,12,4.3,0.4,5.9,-1.1,-4.1
CC(NC(=S)NCCCN1CCOCC1)C12CC3CC(CC(C3)C1)C2 (stereo unspecified),-3,-2,6,18,-0.2,1.3,.,-1.0,-2.6
CCN1CCN(CCNC(=O)CS(=O)(=O)Cc2nc(-c3ccc(C)cc3)oc2C)CC1,-5,6,0,-16,-0.7,-1.7,-1.5,-1.7,-3.3
O=C(NC1CCCC1)c1ccc(Cl)c(S(=O)(=O)N2CCCCC2)c1,-5,-26,-2,-7,0.3,-0.1,-1.6,0.0,-1.4
O=C(NC(=S)NC1CCSC1=O)c1ccccc1 (stereo unspecified),0,-4,0,3,-0.6,3.7,.,-0.9,-2.3
COc1cc(/C=N/n2nnnc2N)cc(OC)c1OC,7,?,19,15,-2.2,-7.2,0.6,1.9,-2.7
Cc1onc(-c2ccccc2)c1C(=O)N1CCOCC1,-2,-2,5,5,-0.5,-0.6,-2.3,-2.6,-0.7
Cc1ccc(NC(=O)CN2C(=O)C3C4C=CC(C4)C3C2=O)cc1 (stereo unspecified),-1,1,5,11,0.3,-0.9,.,1.1,-1.1
O=C(CSc1nnc(CNC(=O)c2c(F)cccc2F)o1)NCc1ccco1,-3,-10,6,11,0.0,2.9,-0.2,0.0,-1.5
Nc1cc(Cl)c2nonc2c1[N+](=O)[O-],-1,-4,-5,-2,-0.6,2.4,.,-0.3,-16
Cc1c(Cl)cccc1NC(=O)c1ccc(OCC(=O)NCc2ccccc2)cc1,-2,-4,1,4,-0.9,-2.1,.,-1.8,-2.2
CCCc1cc(=O)[nH]c(SCC(=O)Nc2sc3c(c2C(N)=O)CCCC3)n1,4,-16,1,7,-1.0,-1.1,.,-0.5,0.5
CN(C)C(CNC(=O)c1cc2ccccc2o1)c1ccccc1 (stereo unspecified),3,?,1,-5,-2.8,.,-0.1,-0.7,-2.1
O=C(Nc1ccc(C(=O)N2CCCCC2)cc1)[C@H]1O[C@@H](n2ccc(=O)[nH]c2=O)[C@H](O)[C@@H]1O,6,1,3,.,-0.8,.,0.0,.,0.3
O=S1(=O)CC(N2CCCCC2)C1CN1CCCCC1 (stereo unspecified),-4,2,-2,13,0.7,.,.,.,-0.9
COC(=O)C[C@H]1C[C@H]2c3cc(NC(=O)C4CCOCC4)ccc3O[C@H]2[C@H](CO)O1,-4,0,2,9,-0.5,.,-0.4,.,-2.3
Nc1ccc(CC(N)c2csc(Nc3ncccn3)n2)cc1 (stereo unspecified),-8,-40,-1,10,0.7,.,1.5,.,-9.5

# Reprinted at random: 3 compounds from above, in no set order.
SMILES,Anthrax LF inh2,BoNT F protease,Mtb FBA inh,GDH-TPI inh,BoNT A protease,UGM FP inh,Mtb BioA inh,PfHsp40 yeast,FadD28 binding
Cc1c(Cl)cccc1NC(=O)c1ccc(OCC(=O)NCc2ccccc2)cc1,-2,-4,1,4,-0.9,-2.1,.,-1.8,-2.2
CC[n+]1ccc(/C=C/c2c[nH]c3ccccc23)cc1,-18,-15,-15,15,-6.3,5.8,-57,0.4,-1.2
CCCc1cc(=O)[nH]c(SCC(=O)Nc2sc3c(c2C(N)=O)CCCC3)n1,4,-16,1,7,-1.0,-1.1,.,-0.5,0.5

# Back to the main list with the five entries that preceded the break.
SMILES,Anthrax LF inh2,BoNT F protease,Mtb FBA inh,GDH-TPI inh,BoNT A protease,UGM FP inh,Mtb BioA inh,PfHsp40 yeast,FadD28 binding
CN(C)C(CNC(=O)c1cc2ccccc2o1)c1ccccc1 (stereo unspecified),3,?,1,-5,-2.8,.,-0.1,-0.7,-2.1
O=C(Nc1ccc(C(=O)N2CCCCC2)cc1)[C@H]1O[C@@H](n2ccc(=O)[nH]c2=O)[C@H](O)[C@@H]1O,6,1,3,.,-0.8,.,0.0,.,0.3
O=S1(=O)CC(N2CCCCC2)C1CN1CCCCC1 (stereo unspecified),-4,2,-2,13,0.7,.,.,.,-0.9
COC(=O)C[C@H]1C[C@H]2c3cc(NC(=O)C4CCOCC4)ccc3O[C@H]2[C@H](CO)O1,-4,0,2,9,-0.5,.,-0.4,.,-2.3
Nc1ccc(CC(N)c2csc(Nc3ncccn3)n2)cc1 (stereo unspecified),-8,-40,-1,10,0.7,.,1.5,.,-9.5
CC(C)N(C1=N/C(=C\c2ccco2)C(=O)N1c1ccccc1)C(C)C,-10,-9,-2,7,0.7,-0.1,1.4,-0.6,-1.3
COc1cc(C(C2C(=O)CC(C)(C)CC2=O)C2C(=O)CC(C)(C)CC2=O)cc(OC)c1OC,0,27,1,0,-1.4,1.6,-0.7,0.7,.
COc1c(N2CCN(C(=S)Nc3ccccc3F)C(C)C2)c(F)cc2c(=O)c(C(=O)O)cn(C3CC3)c12 (stereo unspecified),-6,-4,19,16,-0.2,0.2,.,16,-3.4
CCOC(=O)C1(Cc2cccc(OC)c2)CCN(Cc2cccc(OC)c2OC)CC1,-2,3,-2,6,-0.3,0.8,.,-0.3,-2.4
CC(C)(C)c1ccc(-c2n[nH]c(=S)n2/N=C/c2ccncc2)cc1,-1,-5,2,16,-0.3,1.2,.,-0.9,-0.9
C[C@@H]1CN([C@@H](C)CO)C(=O)CCCn2cc(nn2)CO[C@H]1CN(C)S(=O)(=O)c1cccs1,-3,-2,0,-3,-0.2,.,0.2&-3.5,.,-0.9
O=C(NCC1CCCO1)c1onc(CSc2cccc3ccccc23)c1C(=O)O (stereo unspecified),-5,-3,4,5,-0.4,-1.3,-0.2,-2.0,-0.2
COc1cc(/C=N/NC(=O)CCC(=O)Nc2ccc(C)cc2)ccc1O,1,-2,-2,9,1.0,-0.7,.,0.8,-3.6
CCOC(=O)c1cnc(-n2nc(C)cc2C)nc1N(CC)CC,-12,2,0,2,?,0.5,1.4,0.9,-2.9
O=[N+]([O-])c1cc(F)cc(F)c1Nc1ccc(F)cc1,-10,-5,-4,8,0.3,.,-1.9,-0.1,1.8
Cc1c(C(=O)N2CCOCC2)sc(NC(=O)Cc2ccccc2)c1C#N,0,-4,0,5,-0.3,-3.5,.,-1.1,-0.6
CC(C)NC(=O)NC(=O)COC(=O)c1c2c(nc3ccccc13)CCC2,-4,-4,2,-10,-0.4,-0.3,0.5,0.6,-3.2
O=C(NCCS(=O)(=O)N1CCN(c2ccccc2F)CC1)c1ccc(Br)cc1,0,3,0,11,1.2,-1.6,-4.7,0.7,1.7
OCc1cc(-c2ccccn2)no1,-4,0,0,2,-0.3,0.3,-3.4,-0.8,1.1
CCOc1ccccc1NC(=O)C(Sc1nnc2ccccn12)c1ccccc1 (stereo unspecified),2,0,-2,8,-0.3,-3.5,.,-0.8,-1.7
C=CCNc1oc(C2CCCC2)nc1C#N,-2,-2,-1,6,0.3,6.6,-6.5,0.8,-2.4
COc1ccc(N2Nc3n[nH]c(N)c3N2)cc1,-5,1,3,16,-0.7,-0.2,-0.6,-1.3,-2.5
Cc1ccc2nc(CSc3nc(C)cc(C)c3C#N)[nH]c2c1,1,7,18,10,8.3,-0.2,-0.5,11,-6.7
CCC1(c2ccccc2)NC(=O)N(CC(=O)Nc2ccc(S(=O)(=O)N3CC(C)CC(C)C3)cc2)C1=O (stereo unspecified),-2,4,-2,4,1.1,0.2,-1.5,0.6,-2.3
CCCN(CC(=O)Nc1ccc(F)c(F)c1F)C(=O)c1ccc(=O)n(Cc2ccccc2)n1,4,-10,1,7,-3.1,-1.9,.,1.1,0.5
CCCCOc1cccc(-c2nnc(N)s2)c1,2,-1,6,-2,-0.3,0.3,-0.7,0.5,-5.6
O=C(CN1C(=O)c2ccc([N+](=O)[O-])cc2C1=O)NCc1ccco1,-1,-2,-1,-4,-1.1,-0.7,-1.3,-0.4,-3.5
CC(C)S(=O)(=O)N1CCCC(c2cc(C(=O)NCc3cccnc3)no2)C1 (stereo unspecified),2,5,2,5,-0.3,.,-0.9,.,-0.5
O=C1OC(c2cccs2)=N/C1=C/c1ccc(-c2cccc(C(=O)O)c2)o1,-1,1,-6,19,0.6,.,.,3.6,2.3
Cc1cc(C(=O)N/N=C/c2c(C)nn(-c3ccccc3)c2Cl)n[nH]1,-10,?,0,12,2.5,-3.9,-0.5,.,-1.2

# Going on with the list.
SMILES,Anthrax LF inh2,BoNT F protease,Mtb FBA inh,GDH-TPI inh,BoNT A protease,UGM FP inh,Mtb BioA inh,PfHsp40 yeast,FadD28 binding
CCOC(=O)Nc1ccc(NS(=O)(=O)c2ccc(C)cc2)cc1,-13,-1,-5,14,-1.6,6.7,0.7,0.5,-3.8
O=S(=O)(Nc1ccc(Cl)cc1)c1ccc(N2CCOCC2)c(NC(=S)NC2CC2)c1,-6,3,3,1,-0.3,1.2,3.9,0.9,-2.6
NS(=O)(=O)c1ccc(CCNS(=O)(=O)c2cccs2)cc1,1,8,5,-1,-0.1,0.5,-0.9,-0.8,-1.2
CCc1nc(SCC(=O)N2CC(=O)Nc3ccccc32)c2c(C)c(C)sc2n1,3,-3,-2,14,-0.2,1.6,0.0,-0.6,-0.6
CCOC(=O)C(CC1=CS(=O)(=O)c2ccc(Cl)cc21)(NC(C)=O)C(=O)OCC,0,2,-1,0,-0.3,.,-0.8,.,-4.6
COc1ccc(-c2nn(CCC#N)cc2C(=O)Nc2cccc([N+](=O)[O-])c2)cc1OC,-2,?,-2,-2,-3.4,-1.0,8.1,-0.3,-3.4
C=CCN(CC=C)CC(=O)Nn1c(C)ccc1C,-4,-2,-2,-1,0.0,.,-1.6,0.1,-3.6
Cn1c(SCC(=O)C(C)(C)C)nnc1-c1ccc(F)cc1,-9,3,0,1,0.4,-3.3,.,1.0,0.5
NC(=O)c1csc(-c2ccc(CO)o2)n1,-12,2,3,.,0.3,.,.,.,-0.7
CC1(C(=O)NC2CCCCC2)CCC(=O)N1C1CCN(Cc2ccccc2)CC1 (stereo unspecified),-6,-5,4,.,-0.3,.,1.4,.,0.3
CC(C)OCCCn1c(-c2ccco2)nc2nc3ccccc3nc21,7,2,+,36*,7.5,-0.8,-2.7,-0.1,2.2
COC(=O)Cc1ccc(NC(=S)NCCSc2ccc(Cl)cc2)cc1,-3,-4,3,-2,-0.3,-0.9,.,-0.1,-0.5

# High-throughput results as filed in PubChem BioAssay.
